Hep lipid drop: inhibitors of hepatocyte lipid droplet formation, primary screen, imaging, high-throughput imaging, BODIPY stain; AML12 mouse hepatocytes, oleate lipid droplets; actives 0.4% (n = 240,000); AID 1656, 2009; inhibition, % at 6.5 µM;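 active = lipid droplet intensity inhibited by at least 50%, with more than 500 cells counted; inconclusive = wells with under 300 cells, treated as cytotoxic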
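Test system: AML12 mouse liver cells; schedule: overnight exposure; technique: high-content imaging of BODIPY-stained droplets and DAPI nuclei; read-out: % inhibition of corrected integrated BODIPY droplet signal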
Autophagy HCS: autophagy modulators in MEF cells, primary screen, imaging, high-content, MEF GFP-LC3 | actives 0.98% (n = 190,000) | calls only at 10 µM (by protocol) | MEF GFP-LC3 puncta imaging; test concentration mostly 10 µM;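 active = percentage of spot-positive cells more than 3 SD above its plate mean, without a fluorescence outlier flag or 80% toxicity; inconclusive = no clear call, values can overlap the other calls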;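 also: spot-positive cell cutoff set from DMSO-treated cells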
bCat nuc transl: modulators of beta-catenin nuclear translocation, primary screen, imaging, HeLa cells, immunofluorescence, high-content. nuclear translocation activity, % at 5 µM. actives 0.3% (n = 190,000). AID 1665, 2009;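 active = nuclear translocation activity above 50% at 5 µM, with a well cell count of 50 or more; inconclusive = wells under 50 cells across six images, flagged as toxic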;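 also: per-cell ratio of nuclear to cytoplasmic median beta-catenin stain intensity; plate controls were DMSO negative control for no effect and GSK-3 inhibitor IX positive control for full effect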
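Assay system: human HeLa cells, native beta-catenin; doses: 5 µM primary, 0.02–20 µM confirmation; incubation: compound treatment 24 h, 37°C, 5% CO2; technique: fluorescence imaging of beta-catenin antibody stain plus DAPI; measure: % activation, nuclear-to-cytoplasmic median beta-catenin signal ratio per cell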
MT stabilize HCS: microtubule stabilizers in HeLa cells, primary screen, imaging, high-content imaging. HeLa tubulin immunostaining HCS, 24 h; share of cells brighter than vehicle mean+2SD. % tubulin-high responders, % at 10 µM. actives 0.83% (n = 200,000). AID 2205, 2009;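 active = plate Z-score above 3 for both tubulin-high and condensed-nucleus cell shares, with cell loss under 80%, at 10 µM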;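 also: anti alpha tubulin signal scored within the nucleus-defined area of each cell; some results filed as inactive read as strong as hits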
Myeloid diff MLP: induction of myeloid progenitor differentiation, primary screen, cell-based, flow cytometry, MLPCN library; ER-HoxA9 myeloid progenitors, lysozyme-GFP differentiation; actives 1% (n = 360,000); calls only at 10 µM;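 active = normalized GFP-positive differentiation at or above the plate's own cutoff, the solvent-only control mean plus 3 SD; inconclusive = no clear call, values can overlap the other calls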;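 also: cells exposed to compound for four days before flow analysis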
West Nile antiviral: West Nile virus antiviral activity, cell-based, CPE readout (AID 1621). one-dose CPE inhibition, % at 10 µM; IC50 in µM for titrated hits. actives 0.02% (n = 290,000). West Nile virus-infected cells, CPE inhibition; higher % means a stronger effect; in the data active = a potency from the dose series; inconclusive = CPE inhibition mostly from about 3.7% at the one dose, without a potency; inactive = the rest, 99 in 100 with CPE inhibition below about 2.2%; also: strong numbers were not always called active
WT yeast gro inh: growth inhibition of WT strain, primary screen, mitochondrial fusion inhibitor project, WT and mutant strains, chemical genetic; actives 2.1% (n = 190,000); mitochondrial fusion phenotypic screen; AID 1362, 2008; inhibition, % at 10 µM; in the data active = inhibition above about 58%; tested in S. cerevisiae
Insulin prom up: insulin promoter activators in MIN6 cells, imaging, high-content screening, mouse beta cells. actives 0.3% (n = 190,000). z-score at 5 µM. MIN6 insulin promoter-GFP reporter; hits give high values. AID 1625, 2009;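 active = z-score above 3 at 5 µM with at least 500 cells counted in the well; inconclusive = wells under 500 cells, flagged as cytotoxic or low count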
T cell modulator: modulators of CD8 T cell-vesicle binding, primary screen, mouse 2C CD8+ T cells, flow cytometry; 2C CD8+ T cell-vesicle binding; hits give low values; calls only at 7 µM; actives 0.068% (n = 330,000); AID 2052, 2009;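 active = response, share of CD8 T cells binding vesicles, and their 90th percentile fluorescence all below set limits, cut at about 80% in these data, passing the limit was not always enough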
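incubation = binding step 1.5 h, 37 °C, antibody labelling 20 min, ice | test system = 2C mouse CD8+ T cells | read-out basis = percent CD8+ FL2 mean versus row control | controls = Peptide-free naked vesicles (low) and QL9 vesicles with 0.7% DMSO vehicle (high) | detection = flow cytometry of vesicle-bound cells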
WT yeast gro inh mutant strain: also measured in WT yeast gro inh; calls as there; inhibition, %; mitochondrial fusion phenotypic screen, mutant strain inhibition
Insulin prom up cell count: further read-out of Insulin prom up, marked with its call; cell count; measured here: cytotoxicity, nuclei count;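 total cells summed across four imaged fields per well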
Hep lipid drop cells 6.5 µM: second read-out of Hep lipid drop, no call of its own (marks repeat the call); cell count; measured here: cell count, cytotoxicity flag;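 cells counted across two imaged fields per well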
bCat nuc transl cell count 5 µM: also measured in bCat nuc transl; calls as there; cell count; measured here: cell count, cytotoxicity flag
T cell modulator vesicle-bound %: also measured in T cell modulator; calls as there; double positive events, %; measured here: CD8+ vesicle-bound cell fraction;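 binding gate set so that unloaded-vesicle control wells show 10% double positive cells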
MT stabilize HCS Hoechst-high %: further read-out of MT stabilize HCS, marked with its call; % Hoechst-high responders; measured here: nuclear condensation Hoechst responders;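 share of cells brighter than vehicle mean plus two SD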
MT stabilize HCS cytotoxicity %: also measured in MT stabilize HCS; calls as there; toxicity, %; measured here: cytotoxicity by cell density;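 0% = mean cell density of plate MIN control wells and 100% = no cells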
Autophagy HCS cell loss 18 h: further read-out of Autophagy HCS, marked with its call; toxicity, %; measured here: cell loss, nuclei count;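 cell loss after 18 h compound exposure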
Myeloid diff MLP GFP+ MAC1+ %: second read-out of Myeloid diff MLP, no call of its own (marks repeat the call); GFP+ MAC1+ double positive, %; measured here: differentiation confirmed by MAC1 staining
* marks the source's active call; other numbers are inactive results; i = inactive; ? = inconclusive; . = not tested or not shown.

Molecule	Hep lipid drop	Hep lipid drop cells 6.5 µM	Autophagy HCS	Autophagy HCS cell loss 18 h	bCat nuc transl	bCat nuc transl cell count 5 µM	MT stabilize HCS	MT stabilize HCS Hoechst-high %	MT stabilize HCS cytotoxicity %	Myeloid diff MLP	Myeloid diff MLP GFP+ MAC1+ %	West Nile antiviral	WT yeast gro inh	WT yeast gro inh mutant strain	Insulin prom up	Insulin prom up cell count	T cell modulator	T cell modulator vesicle-bound %
CC12C=CC3(O1)C(C(=O)N1CCCOC13)C2C(=O)O (stereo unspecified)	1	706	i	17	-0.8	1572	1.2	0.5	1.5	i	0.3	1.2%	1	8	.	.	i	53
O=C(COC(=O)c1cncc(Br)c1)NCc1ccco1	.	.	i	-1	-1.1	1334	4.4	3.3	9.9	i	0.6	0.4%	-23	-10	0.33	1471	i	13
CCOC(=O)C1(Cc2cccc(Cl)c2)CCCN(C(=O)c2cnn(CC)c2)C1 (stereo unspecified)	-2	816	.	.	.	.	.	.	.	i	1.2	-0.9%	.	.	.	.	i	30
CCc1cc(C(=O)N=Nc2c(O)[nH]c3c(Br)cc(Br)cc23)c2ccccc2n1	25	629	i	2	0.6	913	5.3	3.3	9.3	i	0.2	-0.5%	28	23	-1.1	1173	i	53
Cc1ccc(S(=O)(=O)N2CCC(NC(=O)c3cccc(F)c3)CC2)cc1	-10	774	.	.	.	.	.	.	.	i	0.3	-0.6%	.	.	.	.	i	30
COc1ccc(CCNCc2cc3ccc(C)cc3[nH]c2=O)cc1OC	-1	828	.	.	.	.	.	.	.	i	0.8	-1.3%	.	.	.	.	i	53
Cc1cc(C)n2c(=S)[nH]nc2n1	.	.	i	-4	-1.0	1147	2.1	1.9	6.9	i	0.4	-0.2%	-3	10	0.41	1069	i	43
COc1ccc(NC(=O)CCS(=O)(=O)c2cccc3nonc23)cc1	6	681	i	7	-1.4	1032	4.4	3.4	8.0	i	0.5	-0.3%	-9	5	0.1	1344	i	2
CCOC(=O)C1CCCN(c2cc(C)nc3cc(-c4ccc(Cl)cc4)nn23)C1 (stereo unspecified)	39	765	i	-14	-0.8	1251	3.5	2.3	1.2	i	0.5	-0.1%	16	2	-0.79	884	i	13
O=C(NN=C1CCC(c2ccccc2)CC1)c1cc2c(s1)CCCC2 (stereo unspecified)	1	462	i	0	-2.2	1079	2.4	2.5	5.2	i	1.2	-0.2%	-5	-11	-0.41	1383	i	4
CN(C)S(=O)(=O)c1cccc(-n2sc3ccccc3c2=O)c1	-5	691	i	7	-2.3	1079	10	1.1	8.6	i	1.0	-1.7%	67*	43*	-0.12	1357	i	31
O=C(c1ccccc1)c1ccc(OCCOCCN2CCN(Cc3ccccc3)CC2)cc1	-13	654	i	10	0.0	1386	3.9	0.8	4.5	i	1.3	-1.9%	28	15	-1.2	1257	i	49
CC(C)c1ccc(S(=O)(=O)Nc2ccc(N3CCOCC3)cc2)cc1	43	743	.	.	.	.	.	.	.	i	3.9	-0.9%	.	.	.	.	i	25
OCC1(Cc2ccccc2)CCN(Cc2cccc(F)c2F)CC1	0	717	i	-15	-3.0	1078	4.5	1.1	3.6	i	0.2	-0.6%	-8	-6	-0.81	1475	i	30
CCOc1ccc(-n2c(C)nc3cc(C(=O)NCCN4CCOCC4)ccc32)cc1	0	663	i	-20	-0.6	1197	1.9	1.8	6.0	i	8.4	0.0%	1	-1	-0.05	1271	i	49

Some of these compounds in order of formula weight, ascending.
Molecule	Hep lipid drop	Hep lipid drop cells 6.5 µM	Autophagy HCS	Autophagy HCS cell loss 18 h	bCat nuc transl	bCat nuc transl cell count 5 µM	MT stabilize HCS	MT stabilize HCS Hoechst-high %	MT stabilize HCS cytotoxicity %	Myeloid diff MLP	Myeloid diff MLP GFP+ MAC1+ %	West Nile antiviral	WT yeast gro inh	WT yeast gro inh mutant strain	Insulin prom up	Insulin prom up cell count	T cell modulator	T cell modulator vesicle-bound %
Cc1cc(C)n2c(=S)[nH]nc2n1	.	.	i	-4	-1.0	1147	2.1	1.9	6.9	i	0.4	-0.2%	-3	10	0.41	1069	i	43
Cc1ccc(S(=O)(=O)N2CCC(NC(=O)c3cccc(F)c3)CC2)cc1	-10	774	.	.	.	.	.	.	.	i	0.3	-0.6%	.	.	.	.	i	30
CCOC(=O)C1CCCN(c2cc(C)nc3cc(-c4ccc(Cl)cc4)nn23)C1 (stereo unspecified)	39	765	i	-14	-0.8	1251	3.5	2.3	1.2	i	0.5	-0.1%	16	2	-0.79	884	i	13

(listing goes on)
Molecule	Hep lipid drop	Hep lipid drop cells 6.5 µM	Autophagy HCS	Autophagy HCS cell loss 18 h	bCat nuc transl	bCat nuc transl cell count 5 µM	MT stabilize HCS	MT stabilize HCS Hoechst-high %	MT stabilize HCS cytotoxicity %	Myeloid diff MLP	Myeloid diff MLP GFP+ MAC1+ %	West Nile antiviral	WT yeast gro inh	WT yeast gro inh mutant strain	Insulin prom up	Insulin prom up cell count	T cell modulator	T cell modulator vesicle-bound %
O=C(CNC(=O)c1cccs1)N=Nc1c(O)[nH]c2ccc([N+](=O)[O-])cc12	24	753	.	.	.	.	.	.	.	i	0.0	0.0%	.	.	.	.	i	17
Cc1nccn1S(=O)(=O)c1ccc(Br)cc1Br	.	.	i	-1	-2.7	980	2.1	1.8	7.5	i	0.5	-0.1%	-39	-30	0.74	1431	i	29
C=CCn1c(SCC(=O)Nc2cccnc2Cl)nnc1-c1ccc(Cl)cc1	-3	644	i	6	-0.1	985	2.8	1.6	1.2	i	0.4	0.2%	14	7	-0.01	1513	i	12
COc1ccc(CCn2c(C)cc3c(c2=O)C(c2ccncc2)C(C#N)=C(N)O3)cc1OC (stereo unspecified)	.	.	i	-2	-4.0	721	4.9	2.9	3.4	i	1.1	0.4%	-14	-23	0.9	1203	.	.
COc1ccc(/C=C(\C#N)C(=O)NCc2ccccc2)cc1	1	759	.	.	.	.	.	.	.	i	0.6	0.3%	.	.	.	.	i	18
Cc1cc2c(cc1S(=O)(=O)CCC(=O)NC1CCC(C)CC1)OCC(=O)N2 (stereo unspecified)	-12	725	.	.	.	.	.	.	.	i	2.0	0.0%	.	.	.	.	i	2
O=C(CCCNS(=O)(=O)c1ccccc1)NCc1ccco1	-4	667	i	10	-0.9	1071	3.6	3.2	0.9	i	0.4	-0.3%	3	-11	0.47	1301	i	16
CC(C)(C)c1nn2cnnc2n(/N=C/c2cccc3ccccc23)c1=O	-15	631	i	2	-2.0	1120	4.3	2.1	9.9	i	0.4	-0.2%	-12	-8	0.23	1460	i	42
O=C(CSc1nnc(Cc2ccccc2)o1)N1CCc2ccccc21	.	.	i	-12	-7.9	996	4.3	2.1	4.9	i	1.3	-0.2%	8	0	-0.83	1191	i	40
N#CCCn1nc(-c2ccc(Br)cc2)cc1Nc1ccccc1NC(=O)C(F)(F)F	18	627	i	-8	.	.	1.8	2.7	9.2	i	0.4	-1.1%	39	15	-1.2	1335	i	41
COc1ccccc1N(C)S(=O)(=O)c1ccc(C(=O)OCC(=O)NCC(F)(F)F)cc1	-2	737	i	32	0.0	1091	2.3	3.6	6.8	i	0.0	0.3%	-1	3	-1.2	1291	i	39
CCOC(=O)/C=C1\SCC(=O)N1Cc1ccc(Br)cc1	-1	711	i	11	-1.8	1065	1.9	2.3	6.5	i	0.5	-0.9%	7	-14	0.53	1078	i	48
CN(C)c1ccc(NC(N)=S)cc1	20	636	i	-4	0.6	979	1.9	2.6	11	i	0.3	0.0%	-5	-19	-0.26	1044	i	52
CCCCCNCC(=O)Nc1cc(C(F)(F)F)ccc1OCCOC	3	671	i	13	-2.3	1076	4.0	1.7	14	i	0.4	-0.2%	-2	0	-0.67	1109	i	53
O=C(CSc1nc2c(c(=O)[nH]1)CCC2)Nc1cccc(F)c1	18	802	.	.	.	.	.	.	.	i	1.3	-0.2%	.	.	.	.	i	23
Cc1ccc(C(=O)NC2CCCc3c2cnn3-c2ccc(F)cc2F)cn1 (stereo unspecified)	-16	806	.	.	.	.	.	.	.	i	1.1	-1.5%	.	.	.	.	i	3
COc1ccccc1CNc1cc(-c2ccccc2)ccc1OC	-2	585	i	8	-1.9	872	1.4	1.4	9.8	i	0.6	0.2%	8	-3	-0.5	1329	i	40
COc1cc(NC(=S)N2CCCC2)cc(OC)c1	-5	672	.	.	.	.	.	.	.	?	.	-0.2%	.	.	.	.	i	17
